Screening results deposited in PubChem by Sanford-Burnham Center for Chemical Genomics.
EBI2 block: EBI2 receptor antagonists, beta-arrestin recruitment, primary screen, cell-based, luminescence, 7a,25-OHC stimulation, uHTS; inhibition, % at 5 µM; 7a,25-OHC stimulated; hit rate 0.81% among 360,000; AID 651636, 2012; in the data active means inhibition above about 38%;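 further: enzyme fragment complementation signal reports receptor beta-arrestin coupling in cells; 0% = agonist plus DMSO wells and 100% = wells without agonist; some results beyond the cut were filed as inactive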
Target sequence (P32249 whole entry, looked up, the tested form may be a part): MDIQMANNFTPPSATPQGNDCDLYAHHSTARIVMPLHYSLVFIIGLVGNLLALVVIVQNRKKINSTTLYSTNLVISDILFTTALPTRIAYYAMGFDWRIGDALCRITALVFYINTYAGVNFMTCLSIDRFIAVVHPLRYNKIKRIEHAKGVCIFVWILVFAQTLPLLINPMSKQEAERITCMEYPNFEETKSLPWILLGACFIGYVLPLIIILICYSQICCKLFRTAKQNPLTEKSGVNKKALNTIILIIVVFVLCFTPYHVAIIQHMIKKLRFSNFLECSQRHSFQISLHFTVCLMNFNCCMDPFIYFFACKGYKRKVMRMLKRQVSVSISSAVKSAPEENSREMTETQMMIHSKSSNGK
Jurkat NFkB inh: inhibitors of induced NF-kB luciferase reporter, primary screen, TCR NF-kB activation inhibitor project, cell-based, luminescence, uHTS; Jurkat, PMA/ionomycin-induced NF-kB luciferase reporter; inhibition, % at 4 µM; hit rate 0.53% among 330,000; AID 435003, 2010; in the data active means inhibition above about 50%
XBP1 UPR activ: activators of adaptive XBP1 UPR arm, primary screen, cell-based, CHO-XBP1 luciferase reporter, luminescence, uHTS; IRE1-XBP1 UPR activation; percent of tunicamycin response, DMSO as zero; activation, % at 20 µM; hit rate 0.33% among 330,000; AID 463104, 2010;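 active means versus positive control, 20 µM dose yields 30% or more activation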;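 further: 100% = tunicamycin at 10 µg/mL and 0% = DMSO only wells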
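assay system = CHO-XBP1 luciferase reporter cells | amount = 1000 cells/well | buffer or medium = F12 plus 10% FBS | compound dosing = single point, 20 µM final compound, 1% DMSO | incubation = 16-18 h cell attachment at 37 °C, then 6 h compound exposure | detection = Steady-Glo luminescence read | controls = tunicamycin 10 µg/mL and vehicle-only wells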
CCR6 antagonist: CCR6 receptor antagonists, primary screen, cell-based, CHO-K1, luminescence, beta-arrestin, uHTS | CHO-K1 CCR6 PathHunter beta-arrestin, CCL20-stimulated | AID 493098, 2011 | hit rate 0.49% among 340,000 | C-C chemokine receptor type 6 (Homo sapiens), P51684 | inhibition, % at 20 µM;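 active means compounds whose inhibition of the agonist-driven luminescence signal at 20 µM reaches about 50%, limit read from the data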;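 further: cells stimulated with CCL20 at 14 nM final; plate controls were DMSO with CCL20 for no effect and DMSO without agonist for full effect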
Target sequence (P51684 whole entry, looked up): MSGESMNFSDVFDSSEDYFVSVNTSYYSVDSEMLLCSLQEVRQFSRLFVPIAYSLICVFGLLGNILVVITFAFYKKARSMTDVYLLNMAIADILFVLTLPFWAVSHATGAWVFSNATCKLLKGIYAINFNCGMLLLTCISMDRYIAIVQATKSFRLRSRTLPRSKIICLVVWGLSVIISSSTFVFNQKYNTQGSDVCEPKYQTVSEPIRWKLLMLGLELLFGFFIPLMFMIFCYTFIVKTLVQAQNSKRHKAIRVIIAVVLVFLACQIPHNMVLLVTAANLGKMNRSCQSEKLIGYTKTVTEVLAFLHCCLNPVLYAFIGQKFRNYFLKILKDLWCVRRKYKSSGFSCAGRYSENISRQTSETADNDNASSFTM
CXCR6 block: CXCR6 receptor inhibitors, primary screen, cell-based, beta-arrestin, luminescence, CHO-K1 PathHunter, 1536-well | inhibition, % at 20 µM | hit rate 0.36% among 360,000 | C-X-C chemokine receptor type 6 (Homo sapiens), O00574 | AID 602244, 2012; in the data active means inhibition above about 34%, passing the limit was not always enough;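 further: antagonist mode with CXCL16 agonist at 10 nM final; 0% = 10 nM CXCL16 with DMSO and 100% = unstimulated wells without agonist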
Target sequence (O00574 whole entry, looked up): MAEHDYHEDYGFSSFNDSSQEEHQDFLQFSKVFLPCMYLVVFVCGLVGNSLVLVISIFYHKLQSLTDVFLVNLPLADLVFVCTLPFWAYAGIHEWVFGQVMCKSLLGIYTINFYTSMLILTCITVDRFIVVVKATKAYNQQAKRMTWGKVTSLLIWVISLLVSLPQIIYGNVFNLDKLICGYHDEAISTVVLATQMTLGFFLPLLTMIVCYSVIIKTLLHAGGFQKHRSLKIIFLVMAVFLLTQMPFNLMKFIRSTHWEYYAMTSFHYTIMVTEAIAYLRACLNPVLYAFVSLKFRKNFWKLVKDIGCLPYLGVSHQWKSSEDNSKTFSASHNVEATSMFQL
697 NFkB inh: inhibitors of PMA/ionomycin-induced NF-kB reporter, 697 cells, primary screen, B-cell NF-kB inhibitor project, cell-based, luminescence, uHTS. 697 B-cell NF-kB luciferase reporter, 16 h. inhibition, % at 4 µM. hit rate 0.33% among 330,000. AID 435022, 2010; in the data active means inhibition above about 35%
Mdm2 MdmX PPI: inhibitors of human Mdm2-MdmX association, primary screen, cell-based, luminescence, split luciferase, SaOS-2, uHTS. SaOS-2 split-luciferase Mdm2/MdmX complementation. inhibition, % at 8 µM. hit rate 3% among 330,000. AID 485346, 2010;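 active means inhibition of at least 50% at 8 µM in the primary screen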
CHOP UPR activ: activators of apoptotic CHOP UPR arm, primary screen, cell-based, CHO-CHOP luciferase reporter, luminescence, uHTS | UPR activation; percent of tunicamycin response over DMSO baseline | hit rate 0.34% among 330,000 | AID 449763, 2010 | activation, % at 10 µM;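 active means at 10 µM dose, activation of 40% or more, normalized to positive control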;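 further: 100% = tunicamycin at 10 µg/mL and 0% = DMSO alone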
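System: CHO CHOP reporter cells. Amount: 500 cells per well. Buffer or medium: F12 medium, 10% FBS. Compound dosing: one dose, 10 µM in 0.5% DMSO. Incubation: 6 h compound exposure at 37 °C after overnight seeding. Technique: Steady-Glo luciferase luminescence. Benchmarks: tunicamycin and DMSO controls.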
Gli-Sufu block: Gli-Sufu pathway antagonists, primary screen, luciferase luminescence, Sufu-KO-LIGHT cells, uHTS. Sufu-KO-LIGHT fibroblasts, Gli luciferase reporter luminescence. inhibition, % at 5 µM. hit rate 0.74% among 340,000. AID 588413, 2011;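 active means inhibition above about 55%, limit read from the data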;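 further: 0% = DMSO-treated cells and 100% = wells with medium but no cells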
The depositor's hits bear a star; . = not tested or not shown.

Compound	EBI2 block	Jurkat NFkB inh	XBP1 UPR activ	CCR6 antagonist	CXCR6 block	697 NFkB inh	Mdm2 MdmX PPI	CHOP UPR activ	Gli-Sufu block
COC(=O)c1cc(C#N)c(N2CC(C)OC(C)C2)nc1C (configuration not stated)	-4	-9	-1	19	6	10	9	-2.1	4
CSc1ccccc1-n1nnnc1SCc1ccccc1	16	13	1	-7	0	4	-3	0.4	5
Cc1cc(C(=O)COC(=O)c2ccc(O)cc2)c(C)n1Cc1ccco1	-3	-83	-1	-6	-7	-96	-108	0.8	-61
CC1Cc2ccccc2N1CC(=O)NCc1ccc2c(c1)OCO2 (configuration not stated)	-2	1	3	4	-7	20	28	-2.0	-4
Oc1ccc(Cl)cc1-c1cc(C(F)(F)C(F)F)nc(-c2ccccc2)n1	-11	2	1	-4	-23	1	25	-0.2	6
Cc1cccc(N2CN(S(=O)(=O)c3cccc([N+](=O)[O-])c3)c3nc4ccccc4nc32)c1	-19	-5	2	0	-7	0	0	0.9	6
Cc1ccccc1C(=O)N1CCC2CC1c1cc(Cl)ccc12 (configuration not stated)	4	.	.	5	0	.	.	.	2
CNS(=O)(=O)c1cccc(C(=O)NC2CCCc3ccccc32)c1 (configuration not stated)	8	-19	-2	8	-11	-5	-7	0.9	9
N#Cc1nc(-c2ccc(F)cc2)oc1N1CCN(C(=O)c2ccco2)CC1	-7	-17	-2	9	10	-37	1	0.6	9
COc1ccc(NC(=O)CS(=O)(=O)c2ccc(F)cc2)cc1	4	-4	2	4	-3	-5	-17	5.3	6
CC(C(=O)N(C)C)N(C#N)c1nc(N(C)C)nc(N(C)C)n1 (configuration not stated)	1	-4	3	-12	4	7	1	0.8	-1
Clc1ccc(-c2cnc3n2CCC3)cc1	0	-29	5	-9	8	-76	-5	4.0	-46
COc1cccc(N2CCN(C(=O)c3ccc(CS(=O)Cc4ccccc4Cl)o3)CC2)c1 (configuration not stated)	6	0	-4	10	2	-10	1	0.8	26
Cc1nc(C(=O)N2CCCC(C(=O)c3cccc(OC(C)C)c3)C2)cs1 (configuration not stated)	1	-4	-1	17	-6	-17	-6	0.8	5
CN1CCC(N(C)C(=O)CNC(=O)c2ccc(C(C)(C)C)cc2)CC1	0	-3	-3	-16	-2	16	4	1.5	-10
Cc1ccc(N=C2NC(=O)/C(=C\c3ccsc3)S2)c(C)c1	4	5	1	14	10	-23	0	3.6	1
COCCCN1C(=O)C(O)=C(C(=O)c2ccco2)C1c1ccccc1 (configuration not stated)	-5	-2	-1	-21	5	5	4	-2.1	-1
COc1ccc(CC(=O)Nc2ccccc2C(=O)N2CCCC2)cc1	7	1	0	0	1	20	-3	2.0	-8
O=C1CNC(=S)N1CCc1ccc(O)c(O)c1	3	-9	3	-4	-2	4	1	0.6	1
COCCn1c(CN2CCN(c3cccc(Cl)c3)CC2)nc2c1c(=O)n(C)c(=O)n2C	0	6	-4	9	6	-28	37	-1.9	13
C=CCNC(=S)N/N=C/c1ccc(C(C)(C)C)cc1	23	.	.	30	13	.	.	.	-9
Cc1ccccc1C1C(C#N)=C2N=C(N)c3c(sc4c3CCCCC4)N2C2=C1C(=O)CC(C)(C)C2 (configuration not stated)	22	2	7	11	15	-16	39	3.9	7
Fc1ccc(Nc2nc(-c3ccncc3)cs2)cc1	10	-70	-1	-9	-10	-70	-29	3.5	-33
COc1ccc(N2CCN(S(=O)(=O)c3ccc4c(c3)NC(=O)CS4)CC2)cc1	12	7	-2	6	-13	-30	32	0.3	-9

An excerpt from above, limited to CXCR6 block, CCR6 antagonist and Mdm2 MdmX PPI:
structure,CXCR6 block,CCR6 antagonist,Mdm2 MdmX PPI
COc1ccc(N2CCN(S(=O)(=O)c3ccc4c(c3)NC(=O)CS4)CC2)cc1,-13,6,32
C=CCNC(=S)N/N=C/c1ccc(C(C)(C)C)cc1,13,30,.
Cc1ccccc1C1C(C#N)=C2N=C(N)c3c(sc4c3CCCCC4)N2C2=C1C(=O)CC(C)(C)C2 (configuration not stated),15,11,39
Fc1ccc(Nc2nc(-c3ccncc3)cs2)cc1,-10,-9,-29

Compound profiles (already shown). Order of values: EBI2 block | Jurkat NFkB inh | XBP1 UPR activ | CCR6 antagonist | CXCR6 block | 697 NFkB inh | Mdm2 MdmX PPI | CHOP UPR activ | Gli-Sufu block
`C=CCNC(=S)N/N=C/c1ccc(C(C)(C)C)cc1` as listed: 23 | . | . | 30 | 13 | . | . | . | -9
`Cc1ccccc1C1C(C#N)=C2N=C(N)c3c(sc4c3CCCCC4)N2C2=C1C(=O)CC(C)(C)C2` (configuration not stated) as listed: 22 | 2 | 7 | 11 | 15 | -16 | 39 | 3.9 | 7
`COc1ccc(CC(=O)Nc2ccccc2C(=O)N2CCCC2)cc1` as listed: 7 | 1 | 0 | 0 | 1 | 20 | -3 | 2.0 | -8
`COCCCN1C(=O)C(O)=C(C(=O)c2ccco2)C1c1ccccc1` (configuration not stated) as listed: -5 | -2 | -1 | -21 | 5 | 5 | 4 | -2.1 | -1
`O=C1CNC(=S)N1CCc1ccc(O)c(O)c1` as listed: 3 | -9 | 3 | -4 | -2 | 4 | 1 | 0.6 | 1

Next results:
Compound	EBI2 block	Jurkat NFkB inh	XBP1 UPR activ	CCR6 antagonist	CXCR6 block	697 NFkB inh	Mdm2 MdmX PPI	CHOP UPR activ	Gli-Sufu block
O=C(Nc1ccc2c(c1)C(=O)OC2)c1ccc(F)cc1F	-13	-17	3	1	2	-12	-19	0.4	-8
O=C(Cc1ccccc1)Nc1ccccc1C(=O)O	4	-1	1	5	-13	-1	-9	1.6	-4
Cc1ccc(C(=O)NCC(=O)OCC(=O)c2cc(C)n(Cc3ccco3)c2C)cc1	-5	16	0	2	0	-5	-16	6.6	0
CC(C)(C)OC(=O)N1CCC(NC(=O)c2ncn(Cc3ccccc3)c2C(=O)NC2CCN(C(=O)OC(C)(C)C)CC2)CC1	23	2	-2	13	9	-14	28	1.1	-2
Cc1cc(C)n(CCCNC(=O)c2ccco2)n1	-11	-6	-1	-5	2	8	25	-0.6	-12
Cc1cccc(N2CCN(C(=O)c3ccccc3NC(=O)C3CC=CCC3C(=O)O)CC2)c1 (configuration not stated)	-2	-4	-3	16	-13	-8	-1	-0.1	0
CN1CCN(S(=O)(=O)c2cccc(C(=O)Nc3cc(Cl)ccc3N3CCOCC3)c2)CC1	-3	-6	0	11	-1	-17	-2	-0.6	13
CN(C)C(=O)CSc1nnc(Cc2ccccc2)n1Cc1ccco1	-8	-11	-1	4	5	26	6	0.3	7

In the list so far, these contain a COOH group.
Compound	EBI2 block	Jurkat NFkB inh	XBP1 UPR activ	CCR6 antagonist	CXCR6 block	697 NFkB inh	Mdm2 MdmX PPI	CHOP UPR activ	Gli-Sufu block
O=C(Cc1ccccc1)Nc1ccccc1C(=O)O	4	-1	1	5	-13	-1	-9	1.6	-4
Cc1cccc(N2CCN(C(=O)c3ccccc3NC(=O)C3CC=CCC3C(=O)O)CC2)c1 (configuration not stated)	-2	-4	-3	16	-13	-8	-1	-0.1	0

(further entries)
Compound	EBI2 block	Jurkat NFkB inh	XBP1 UPR activ	CCR6 antagonist	CXCR6 block	697 NFkB inh	Mdm2 MdmX PPI	CHOP UPR activ	Gli-Sufu block
O=C(COCc1cc(-c2ccc3c(c2)OCO3)on1)Nc1cccnc1	3	-23	-2	-3	-5	7	18	1.5	-2
O=C(NCC1CCCN1S(=O)(=O)c1cccs1)c1ccccc1 (configuration not stated)	7	-8	-2	3	-8	3	17	1.1	-2
COc1ccc(OC)c(NC(=O)COC(=O)CN(C)S(=O)(=O)c2ccc(C)cc2)c1	-6	-9	-1	-1	-13	18	6	0.3	1
Nc1c(C(=O)NCc2ccco2)c2nc3ccccc3nc2n1CCc1ccc(F)cc1	3	10	-1	-4	6	10	7	11	-3
Cc1cnccc1CN(C)Cc1cn(C)nc1-c1cccc(Cl)c1	7	7	-8	26	-2	-7	-2	0.5	8
COc1ccc(C(=O)OCC(=O)NC(=O)CCSc2ccccc2)cc1	0	-32	-1	9	-5	-28	-15	-0.2	.
NS(=O)(=O)c1ccc(NC(=S)Nc2ccc(F)c(F)c2)cc1	-14	-5	1	14	-4	10	35	-0.5	-4
Cc1ccccc1OCCC(=O)OCC(=O)N(C)c1c(N)n(Cc2ccccc2)c(=O)[nH]c1=O	3	10	-4	9	4	14	7	0.3	-4
N#CCc1ccc(NC(=O)Nc2cccc(Cl)c2)cc1	-1	-56	2	-1	-10	-39	-10	0.0	-57
N#Cc1c(NC(=O)COC(=O)C2CC3C=CC2C3)oc(-c2ccccc2)c1-c1ccccc1 (configuration not stated)	3	-4	-1	7	0	3	-12	-2.0	-10
CC(=O)c1cccc(NC(=O)N2C3CCC2CC(NC(=O)C2CC2)C3)c1 (configuration not stated)	-2	-9	1	4	-3	-10	-16	2.5	9
Cc1ccc2cccc(OCC(=O)c3cc(C)n(Cc4ccco4)c3C)c2n1	.	0	-3	.	.	11	-4	1.4	.
CCCCC(=O)Nc1ccc2c3c(cccc13)CC2	-2	-12	-2	3	4	8	-7	1.4	-16
O=C(COc1ccc2c(-c3ccccc3)cc(=O)oc2c1)NC1CCS(=O)(=O)C1 (configuration not stated)	9	8	-1	-7	7	22	10	1.0	-2
CCc1ccccc1NC(=O)CC1CS(=O)(=O)CC1CC(=O)Nc1ccccc1CC (configuration not stated)	-5	-5	-1	6	-11	5	-18	4.2	18
Cc1ccc(C(=O)O)cc1N1CCCC1=O	-10	-10	-3	15	0	-37	-7	1.0	-16
CC1CCN(Cc2ccc(-c3nnn(CC(=O)NC4CCCCC4)n3)cc2)CC1	-8	11	1	17	-3	17	24	4.7	34
Cc1c(C(=O)OC(C)C(=O)N(C)Cc2ccccc2)oc2ccccc12 (configuration not stated)	-2	2	0	5	2	4	-2	1.7	-1
Cc1nc(NC(=O)CSc2nnc(C3CC3)n2N)c(Cl)cc1Cl	5	9	-3	9	-1	-1	-2	-0.3	9
Cc1ccc(CNC(=O)Nc2ccc3c(c2)N(C)C(=O)CS3)cc1	-4	-4	-2	9	-5	7	-18	-0.7	3
[O-][n+]1onc2c1CCc1[nH]c(-c3ccccc3)nc1-2	4	-2	-2	14	-7	28	4	-0.2	-21
Cc1c(NC(=O)c2c(N)n(-c3ccccc3)c3nc4ccccc4nc23)c(=O)n(-c2ccccc2)n1C	.	6	16	.	.	2	16	4.9	.
Cc1ccc(C2=NN3C(C(=O)c4ccccc4)Oc4ccccc4C3C2)cc1 (configuration not stated)	18	-28	2	13	20	-128	-35	3.1	-12
N#Cc1c(NC(=O)c2ccco2)sc2c1CCC2	3	-25	0	11	9	-78	-59	5.6	-42
